# TbREL1 primary: TbREL1 inhibition, primary screen; TbREL1 RNA ligation, FRET fluorescence; inhibition, % at 9.66 µM; actives 0.49% (n = 89,000); P86926;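 active means inhibition above the mean inhibition across all screened compounds plus 3 SD, cut at about 11% in these data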;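 further: 0% = plate median of test wells and 100% = NSC42067 control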
# Target sequence (P86926 whole entry, looked up): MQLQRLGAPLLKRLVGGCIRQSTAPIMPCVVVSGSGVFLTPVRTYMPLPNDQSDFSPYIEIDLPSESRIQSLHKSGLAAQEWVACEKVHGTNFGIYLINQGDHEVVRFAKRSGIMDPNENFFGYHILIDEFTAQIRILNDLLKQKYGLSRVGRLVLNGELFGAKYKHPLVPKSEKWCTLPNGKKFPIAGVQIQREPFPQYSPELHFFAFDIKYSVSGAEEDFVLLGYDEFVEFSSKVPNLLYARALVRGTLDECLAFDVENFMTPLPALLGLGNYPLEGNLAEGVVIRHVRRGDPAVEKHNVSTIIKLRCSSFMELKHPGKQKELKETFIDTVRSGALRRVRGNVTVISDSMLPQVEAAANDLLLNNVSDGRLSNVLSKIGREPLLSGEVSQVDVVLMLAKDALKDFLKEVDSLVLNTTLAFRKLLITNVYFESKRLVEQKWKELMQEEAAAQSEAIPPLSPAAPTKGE
# The depositor's hits bear a star. An excerpt (hit frequency here may not be typical).
SMILES,TbREL1 primary
Cc1c(Cl)c([N+](=O)[O-])nn1CCCC(=O)Nc1cccc(Cl)c1,-2
C[C@H](CO)N1C[C@H](C)[C@@H](CN(C)C(=O)Nc2ccc3c(c2)OCO3)Oc2ccc(NC(=O)CCN3CCOCC3)cc2C1=O,-4
CCCCCCN1C[C@@H](n2cc(-c3ccc(F)cc3)nn2)[C@H](O)C[C@@H]1c1ccccc1,0
CCN=C1NC(c2ccccc2C(F)(F)F)C(C(=O)OC)=C(C)N1C (stereo unspecified),-3
O=C(Cc1ccccc1[N+](=O)[O-])Nc1cccc(S(=O)(=O)NC2=NCCCCC2)c1,-1
CCCCNc1c(-c2ccc(-c3ccc(OC)cc3)c(OC)c2)nc2ccccn12,-3
COc1ccc(C(=O)Nc2c(N)nc(SCC(=O)Nc3ccc(NC(C)=O)cc3)[nH]c2=O)cc1,0
Cc1ccc(-n2ncc3c(=O)[nH]c(SC(C)C)nc32)cc1,1
Cc1cc(C)n(C(=O)CNC(=O)c2cccc(F)c2)n1,0
CC(C)C[C@H]1CN=C(Nc2ccccc2)N1CC1CCCC1,5
CCOC(=O)NC(C(F)(F)F)(C(F)(F)F)P(=O)(c1ccccc1)c1ccccc1,0
CCCCCCC(=O)Nc1nc(C)c(-c2csc(Nc3cc(Cl)ccc3C)n2)s1,0
O=C(O)CCC(=O)NN1C(=O)c2ccccc2NC1c1ccc(F)cc1 (stereo unspecified),4
Cn1c(SCC2CCCO2)nnc1-c1cccc([N+](=O)[O-])c1 (stereo unspecified),-1
CCC(=O)c1ccc(OCC(=O)Nc2nn3cnnc3s2)cc1,1
COC(=O)c1ccc(NC(=O)CN2C(=O)CCC2=O)cc1,-1
CCOC(=O)N1CCN(C(=O)CSc2ncnc3sccc23)CC1,-3
COc1ccc(CCN(C)C(=O)CNC(=O)c2ccccc2F)cc1OC,3
C=CCN1C(=O)/C(=C/c2cccs2)S/C1=N\S(=O)(=O)c1ccc(F)cc1,0
Cc1cc(C)nc(Sc2nc(Nc3ccccc3)nc(Sc3nc(C)cc(C)n3)n2)n1,-4
O=c1sc2ccccc2c(N2CCCCC2)c1[N+](=O)[O-],-1
O=[N+]([O-])c1ccc(-c2cn(-c3ccc(Cl)cc3)c(=S)[nH]2)cc1,2
COC(=O)c1ccccc1-n1cc(COC(=O)NCCc2ccccc2)nn1,0
CC(=O)c1ccc(-c2c(C)cc3oc(=O)cc(-c4ccccc4)c3c2C)cc1,4
Cc1ccc(S(=O)(=O)N2CCCC2C(=O)N2CCN(c3ccccc3)CC2)cc1 (stereo unspecified),-2
SMILES,TbREL1 primary
Cc1cc2c(cc(C(=O)OC(C)C(=O)NCc3ccc(F)cc3)n2C)o1 (stereo unspecified),1
CCOC(=O)CCCNC(=O)c1cncc(Br)c1,0
CCOC(=O)[C@]12CCC=C1N(Cc1ccc3c(c1)OCO3)C(=O)[C@H](CC(=O)NCc1cccc(C(F)(F)F)c1)C2,-6
O=C1OC(Nc2nccs2)c2ccccc21 (stereo unspecified),3
Cc1ccc(-c2ccc(CN3C(CC(C)C)C(=O)N(Cc4cn(CCC5OCCO5)nn4)CCS3(=O)=O)cc2)cc1 (stereo unspecified),-1
CC(N)C(=O)NC(C(=O)N1CCCC1C(=O)NC(c1ccccc1)c1ccccc1)C(C)C (stereo unspecified),8
Cc1cc2ccccn2c1C(=O)c1cccc(S(=O)(=O)N2CCOCC2)c1,-3
Cc1ccc(NC(=O)C2CCCN(C(=O)Nc3ccc(F)cc3)C2)cc1 (stereo unspecified),2
Cc1ccc(C2CC(c3ccc(Cl)cc3)n3nc(N)nc3N2)cc1 (stereo unspecified),2
CCCCOc1ccc(-c2ncc(C(=O)O)c(C)n2)cc1,1
CC(C)(C)NC(=O)Cn1c(=O)oc2ccc(Cl)cc21,59*
COCC(C)n1c(SCC(=O)N2CCOCC2)nc2ccccc2c1=O (stereo unspecified),1
Cc1cc(Br)ccc1NC(=O)CN(C)C(=O)c1cccc(S(=O)(=O)N2CCN(C)CC2)c1,-4
O=C(COC(=O)CNC(=O)C1CCCCC1)Nc1cccc(F)c1,6
O=C1N=C(N2CCCCC2)S/C1=C\c1cn[nH]c1-c1ccccc1,-1
S=C1NC[C@H](Cc2ccccc2)N1CC1CCN(CCCC2CCCCC2)CC1,-8
CCN1CCN(c2ncnc3c2cnn3-c2ccc(Cl)cc2)CC1,3
COc1cc(CC(=O)OCC(=O)Nc2ccc(Cl)c(S(=O)(=O)N(C)C)c2)cc(OC)c1OC,-2
O=C(CCN1C(=O)CSc2ccccc21)Nc1ccc(C(F)(F)F)cc1,-3
CCOc1ccc(N2C(=O)c3ccccc3C2=O)cc1,-1
Cc1ccc(NC(=O)COc2ccc(Br)cn2)cc1,1
COc1ccc(S(=O)(=O)N(CC(=O)N2CCCCCC2)c2ccccc2OC)cc1,0
Cn1c(SCC(=O)OCC(=O)c2ccccc2)nnc1-c1cccs1,0
Cn1c(NCc2cccnc2)nc2cc(-c3cccc(C(=O)NCCO)c3)sc2c1=O,-2
Cc1[nH]n(-c2ccccc2)c(=O)c1N=O,3
SMILES,TbREL1 primary
O=C1COc2ccc(C(=O)CSc3nnnn3-c3ccccc3)cc2N1,-1
COc1ccc(N2CCN(CC(=O)c3c(C)n(C)c4ccc(OC)cc34)CC2)cc1,-3
O=C(CN1C(=O)NC2(CCCC2)C1=O)OCCOc1ccccc1Cl,-2
COc1ccc(C(CNC(=O)c2cc(S(=O)(=O)Nc3cccc(C)c3)ccc2C)N2CCOCC2)cc1 (stereo unspecified),-1
CCOC(=O)c1nc(Nc2ccc(C(=O)O)cc2)c2ccccc2n1,-3
COCC(=O)n1nc(-c2ccccc2)nc1NCc1ccccc1,-1
C=CCn1c(SCC(=O)c2ccc(Br)cc2)nnc1C(CC(C)C)NC(=O)c1cccs1 (stereo unspecified),-3
COc1ccccc1CN1C(=O)C(Cc2ccccc2)ON=C1c1ncccc1C (stereo unspecified),3
Cn1c(=O)[nH]c(=O)c2c1nc(SCCN1CCCCC1)n2Cc1ccccc1,6
CN1CC(=O)N2[C@@H](C[C@]3(c4c[nH]c5ccccc45)c4ccccc4N(S(=O)(=O)c4ccccc4)[C@H]23)C1=O,0
COc1cc(NC(=O)CN2C(=O)COc3ccc(S(=O)(=O)N4CCCCC4)cc32)cc(OC)c1,-1
Cc1ccc(C(=O)CCC(=O)N2CCN(c3ccccc3O)CC2)cc1,-3
CC(=O)c1cccc(S(=O)(=O)N2CCC(C(=O)O)CC2)c1,5
CCc1c(-c2n[nH]c(=S)n2Cc2ccccc2)csc1C,5
Cc1ccc(C)c(NC(=O)CSc2nc3ccc(N4C(=O)c5ccccc5C4=O)cc3s2)c1,-4
CCN(Cc1ccccc1)S(=O)(=O)c1ccc2c(c1)NC(=O)CS2,7
CCn1c(Cc2ccccc2)n[nH]c1=S,-2
Cc1cccc(N2CCN(C(c3ccccc3)c3nnnn3CC3CCCO3)CC2)c1C (stereo unspecified),-3
CCCCN(C(=O)C(C)Oc1ccc(Br)cc1)c1c(N)n(Cc2ccccc2)c(=O)[nH]c1=O (stereo unspecified),0
O=C(c1cccnc1)N1CCN(S(=O)(=O)c2ccc(Cl)cc2)CC1,4
COCC(=O)N(c1ccc(C(C)(C)C)cc1)C(C(=O)NC(C)(C)C)c1cccnc1 (stereo unspecified),0
NC(=O)c1ccsc1NC(=O)COC(=O)/C=C/c1ccccc1,3
CCCNC(=O)CN1C(=O)NC(CCSC)C1=O (stereo unspecified),-4
CCN(CC)Cc1ccc(OC)c(Cl)c1,2
COc1ccccc1NS(=O)(=O)c1cc(NC(=O)C(C)NC(N)=O)ccc1N1CCCC1 (stereo unspecified),-1
SMILES,TbREL1 primary
Cc1ccc(CNC(=O)C2CCC(=O)N(CCc3ccc(Cl)cc3)C2)cc1 (stereo unspecified),0
C[C@H](CO)N1C[C@H](C)[C@@H](CN(C)C(=O)Nc2ccc(C(F)(F)F)cc2)Oc2c(NC(=O)C3CCCCC3)cccc2C1=O,1
O=c1[nH]c(Nc2ccccc2)cc2ccccc12,5
C#CCNC(=O)C1=C[C@@H](c2cn(C(C)=O)c3ccccc23)C[C@@H](OCCCCO)O1,0
COc1ccc(CN2CCC(C(=O)NCCc3ccc(OC)c(OC)c3)CC2)c(OC)c1,1
CCCc1nnc(SCC(=O)NC2CC2)n1C,1
O=C1CCC(C2CCc3cc(O)ccc3C2)C1 (stereo unspecified),0
CCOc1cc(N2CCOCC2)c(OCC)cc1NC(=O)CN1C(=O)NC(Cc2ccccc2)C1=O (stereo unspecified),-2
c1ccc(-c2csc(-c3cccnc3)n2)cc1,3
COc1cc(NS(=O)(=O)c2ccc(NC(=O)COc3ccc(C)cc3C)cc2)nc(OC)n1,-2
COc1ccccc1CC(=O)Nc1cc(Cl)ccc1O,-3
O=C(CSc1ccc2nnc(-c3cccnc3)n2n1)Nc1cccc(F)c1,3
Cc1c(C(=O)NCc2cccc([N+](=O)[O-])c2)sc(=O)n1Cc1ccc(C(C)C)cc1,-1
Cc1cn([C@H]2C[C@H](O)[C@@H](/C=C/C(=O)NCCCc3ccccc3)O2)c(=O)[nH]c1=O,4
CC(NC(=O)C(C)N1c2cccc3cccc(c23)S1(=O)=O)c1ccccc1 (stereo unspecified),1
C[C@H](NC(=O)c1nc[nH]c1C(=O)N[C@@H](Cc1ccccc1)C(=O)OC(C)(C)C)C(=O)OCc1ccccc1,6
C[C@H](CO)N1C[C@H](C)[C@H](CN(C)C(=O)Nc2cccc(Oc3ccccn3)c2)OCc2cnnn2CCCC1=O,1
Cn1c(=O)n(Cc2ccco2)c(=N)c2c3c(sc21)CCC3,-2
COc1cccc(/C=C/C(=O)OCC(=O)Nc2cccc(S(=O)(=O)N3CCCCC3)c2)c1OC,0
COc1ccc(NC(=O)CN2C(=O)CSc3ccc(S(=O)(=O)N4CCC(C)CC4)cc32)cc1,-3
O=C(Nc1cccnc1)c1cccc(S(=O)(=O)N2CCCC2)c1,4
COc1ccc(-c2c(-c3ccc4c(c3)OCO4)noc2C)cn1,0
Cc1cc(NC(=O)c2ccc(NC(=O)CC(C)C)cc2)no1,-1
O=C(c1ccc2nccnc2c1)N1CCN(c2cccc(C(F)(F)F)c2)CC1,3
CCN1CCN(C(=O)/C=C/c2ccc(F)cc2)CC1,1
SMILES,TbREL1 primary
O=C1c2ccccc2C(c2nnnn2-c2ccc3c(c2)OCCO3)N1Cc1ccc(F)cc1 (stereo unspecified),4
COc1ccc(CC(=O)N/N=C/c2cccn2-c2ccc([N+](=O)[O-])cc2)cc1OC,-3
C=CC[C@H](CC(=O)N[C@H](CO)Cc1ccccc1)C(=O)N[C@H](COC(=O)[C@@H](CC=C)CC(=O)OC(C)(C)C)Cc1c[nH]c2ccccc12,5
O=C(COC(=O)c1ccc(F)c(S(=O)(=O)N2CCOCC2)c1)c1ccc(Br)cc1,-3
COc1ccc(Br)c(C(=O)NNC(=O)c2ccc(NS(=O)(=O)c3cccs3)cc2)c1,3
CCc1nc2ccccc2c(=O)n1NC(=O)c1c(O)c2ccccc2n(CC)c1=O,1
CCN(CC)C(=O)c1ccc(/C=C/c2c[nH]c3ccccc23)[n+](C)c1,-4
O[C@@H]1CN(Cc2cccs2)[C@@H](c2ccc(Cl)cc2)C[C@H]1n1cc(C2CC2)nn1,3
COC(=O)c1[nH]c2ccccc2c1NS(=O)(=O)c1ccc(OC)cc1OC,2
Cc1ccnc(NCn2nnc3ccccc32)c1,1
COc1ccccc1[C@]1(C)ON(c2ccccc2C(F)(F)F)C1=O,-4
O=C(Cc1ccc(S(=O)(=O)N2CCOCC2)s1)OCc1ccc(Cl)cc1,1
COc1cccc(C2=CC(=O)CC(c3ccco3)C2)c1 (stereo unspecified),-1
CCOC(=O)c1cnc2ccc(OC)cc2c1NCCc1ccc(OC)c(OC)c1,2
Cn1c(=O)c2[nH]c(NN=Cc3ccc(F)cc3)nc2n(C)c1=O,-2
COc1cc(/C=C(/C#N)c2ccccc2)ccc1Oc1ccc([N+](=O)[O-])cn1,1
NC(=O)c1nsc(C(=O)N(c2cccc(F)c2)C(C(=O)NCC2CCCO2)c2c[nH]c3ccccc23)c1N (stereo unspecified),0
C=CCOC(=O)C1=C[C@@H](c2cn(C(C)=O)c3ccccc23)C[C@@H](OCCCCO)O1,-2

# Molecules listed so far with an NH in an aromatic ring (18):
SMILES,TbREL1 primary
COc1ccc(C(=O)Nc2c(N)nc(SCC(=O)Nc3ccc(NC(C)=O)cc3)[nH]c2=O)cc1,0
Cc1ccc(-n2ncc3c(=O)[nH]c(SC(C)C)nc32)cc1,1
O=[N+]([O-])c1ccc(-c2cn(-c3ccc(Cl)cc3)c(=S)[nH]2)cc1,2
O=C1N=C(N2CCCCC2)S/C1=C\c1cn[nH]c1-c1ccccc1,-1
Cc1[nH]n(-c2ccccc2)c(=O)c1N=O,3
Cn1c(=O)[nH]c(=O)c2c1nc(SCCN1CCCCC1)n2Cc1ccccc1,6
CN1CC(=O)N2[C@@H](C[C@]3(c4c[nH]c5ccccc45)c4ccccc4N(S(=O)(=O)c4ccccc4)[C@H]23)C1=O,0
CCc1c(-c2n[nH]c(=S)n2Cc2ccccc2)csc1C,5
CCn1c(Cc2ccccc2)n[nH]c1=S,-2
CCCCN(C(=O)C(C)Oc1ccc(Br)cc1)c1c(N)n(Cc2ccccc2)c(=O)[nH]c1=O (stereo unspecified),0
O=c1[nH]c(Nc2ccccc2)cc2ccccc12,5
Cc1cn([C@H]2C[C@H](O)[C@@H](/C=C/C(=O)NCCCc3ccccc3)O2)c(=O)[nH]c1=O,4
C[C@H](NC(=O)c1nc[nH]c1C(=O)N[C@@H](Cc1ccccc1)C(=O)OC(C)(C)C)C(=O)OCc1ccccc1,6
C=CC[C@H](CC(=O)N[C@H](CO)Cc1ccccc1)C(=O)N[C@H](COC(=O)[C@@H](CC=C)CC(=O)OC(C)(C)C)Cc1c[nH]c2ccccc12,5
CCN(CC)C(=O)c1ccc(/C=C/c2c[nH]c3ccccc23)[n+](C)c1,-4
COC(=O)c1[nH]c2ccccc2c1NS(=O)(=O)c1ccc(OC)cc1OC,2
Cn1c(=O)c2[nH]c(NN=Cc3ccc(F)cc3)nc2n(C)c1=O,-2
NC(=O)c1nsc(C(=O)N(c2cccc(F)c2)C(C(=O)NCC2CCCO2)c2c[nH]c3ccccc23)c1N (stereo unspecified),0

# Source: PubChem BioAssay
